Bioassay records: PubChem BioAssay, several laboratories
NTR1 agonist = agonists of NTR1, primary screen, imaging, U2OS cells, beta-arrestin-GFP, high content (AID 493036); P30989; NTR1-U2OS beta-arrestin-GFP spot imaging, agonist mode; activation, % at 20 µM; 330,000 compounds, 0.17% hits;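 active = activation at or above 40% of the spot to cytoplasm intensity ratio, with at least 20 cells analyzed; inconclusive = wells under 20 cells, flagged as cytotoxic or low count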;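 note: 0% = DMSO without peptide and 100% = 100 nM NTR1 peptide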
Target sequence (P30989 whole entry, looked up): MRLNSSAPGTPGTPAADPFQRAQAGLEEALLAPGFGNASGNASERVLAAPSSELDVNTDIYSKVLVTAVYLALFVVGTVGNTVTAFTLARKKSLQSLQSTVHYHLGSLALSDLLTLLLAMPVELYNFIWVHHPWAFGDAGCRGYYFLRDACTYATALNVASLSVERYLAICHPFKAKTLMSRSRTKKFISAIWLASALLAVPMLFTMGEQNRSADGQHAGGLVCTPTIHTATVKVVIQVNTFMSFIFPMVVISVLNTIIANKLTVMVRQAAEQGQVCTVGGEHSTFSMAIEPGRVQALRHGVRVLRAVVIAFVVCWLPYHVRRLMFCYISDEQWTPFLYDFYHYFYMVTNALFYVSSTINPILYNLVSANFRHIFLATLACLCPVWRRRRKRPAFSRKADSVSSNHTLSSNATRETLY
T cell HTS = T cell immune modulation candidate | AID 2052 | 2C CD8+ T cell-vesicle binding, flow cytometry; stronger effect = lower value | calls only at 7 µM | 330,000 compounds, 0.068% hits;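 active = response, share of CD8 T cells binding vesicles, and their 90th percentile fluorescence all below set limits, cut at about 80% in these data, passing the limit was not always enough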
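Benchmarks: naked versus QL9-loaded vesicles / Assay system: purified 2C TCR transgenic mouse naive CD8+ T cells / Technique: high-throughput flow cytometry with anti-B7-1 and anti-CD8 staining / Timing: Cell–vesicle co-incubation 1.5 h at 37 °C, staining 20 min on ice / Read-out: percent CD8+ FL2 mean versus row control / Probe or stimulus: QL9-loaded Drosophila micro-vesicles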
RSV CPE inhibition = RSV antiviral activity via CPE protection, HEp-2 cells, primary 10 µM value included (AID 2391). HEp-2 cells, RSV-induced CPE inhibition; higher % means a stronger effect. CPE inhibition, % at 10 µM, or IC50 in µM where a hit was titrated. 310,000 compounds, 0.13% hits; in the data active = a potency from the dose series; inconclusive = CPE inhibition mostly from about 23% at the one dose, without a potency; inactive = the rest, 99 in 100 with CPE inhibition below about 21%; note: strong numbers were not always called active
Myeloid diff MLP = compounds promoting myeloid differentiation. ER-HoxA9 myeloid progenitors, lysozyme-GFP differentiation, flow cytometry. calls only at 10 µM. 360,000 compounds, 1% hits. AID 624256;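 active = normalized GFP-positive differentiation at or above the plate's own cutoff, the solvent-only control mean plus 3 SD; inconclusive = no clear call, values can overlap the other calls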;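 note: cells exposed to compound for four days before flow analysis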
TNAP activation fold = stimulation of alkaline phosphatase TNAP activity – biochemical, luminescent, no phosphate acceptor, uHTS, primary screen (AID 1001); 200,000 compounds, 0.03% hits; activation fold at 20 µM; hits with a dose series show EC50 in µM; purified TNAP, luminescent activation assay, no phosphate acceptor; higher activation fold means a stronger effect; in the data active = activation fold from about 3, or a potency from the dose series; inactive = the rest, 99 in 100 with activation fold below about 1.6; note: many of its hits are not listed in these tables
Salmonella PhoP GFP = PhoP-dependent GFP reporter repression – Salmonella Typhimurium, primary screen (AID 1863); inhibition, % at 50 µM; hits with a dose series show IC50 in µM; S. Typhimurium PhoP-regulated promoter GFP reporter, 4 h; higher % means a stronger effect; 300,000 compounds, 0.16% hits;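 active = inhibition over 29.93%, a cutoff 3 SD above the screen mean, later confirmed by dose response; inconclusive = inhibition over 29.93% but no dose response follow-up; inactive = inhibition at most 29.93% or unconfirmed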;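 note: 0% = low Mg2+ inducing control and 100% = high Mg2+ repressing control; strong numbers were not always called active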
Rac1 GTP hydrolysis = MgcRacGAP GTPase-activating activity inhibitors, confirmation, biochemical, ADP Hunter fluorescence; 340,000 compounds, 0.6% hits; AID 624330; MgcRacGAP-stimulated Rac1 GTP hydrolysis, ADP Hunter fluorescence; higher % means a stronger effect; GST-tagged Rac1 F28L mutant substrate; inhibition, % at 30 µM; hits with a dose series show IC50 in µM;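 active = first-screen hits whose inhibition reached a set limit at any dose in the follow-up dose series; inconclusive = inhibition above the set first-screen limit but never retested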;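 note: fluorescence reports GDP produced by GAP-driven GTP hydrolysis; strong numbers were not always called active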
Large T inhibition = SV40 large T antigen inhibitors, biochemical (AID 1903). SV40 large T antigen ATPase/helicase inhibition assay; higher % means a stronger effect. inhibition, % at 20 µM; hits with a dose series show IC50 in µM. 310,000 compounds, 0.39% hits; in the data active = a potency from the dose series; inconclusive = inhibition mostly from about 32% at the one dose, without a potency; inactive = the rest, 99 in 100 with inhibition below about 32%; note: strong numbers were not always called active
UTI89 phage lysis = protection from phage-mediated lysis, alamar blue read-out – E. coli UTI89, K1F phage, bacterial capsule biogenesis inhibitors (AID 488966) | E. coli UTI89 K1F phage lysis, alamar blue, 2 h; higher % means a stronger effect | inhibition, % at 100 µM; hits with a dose series show IC50 in µM | 340,000 compounds, 0.02% hits;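 active = phage lysis inhibition, versus mean bacterial control, above a set limit; inconclusive = no clear call, values can overlap the other calls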;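 note: capsule biogenesis inhibitors block K1F phage lysis so surviving cells raise fluorescence; higher fluorescence means more inhibition of phage lysis; actives were called in the ten point dose series up to 300 µM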
T cell HTS vesicle-bound % = further read-out of T cell HTS, marked with its call; double positive events, %; measured here: CD8+ vesicle-bound cell fraction;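 binding gate set so that unloaded-vesicle control wells show 10% double positive cells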
NTR1 agonist cell count 20 µM = further read-out of NTR1 agonist, marked with its call; cell count; measured here: cell count, cytotoxicity flag
Myeloid diff MLP GFP+ MAC1+ % = further read-out of Myeloid diff MLP, marked with its call; GFP+ MAC1+ double positive, %; measured here: differentiation confirmed by MAC1 staining
Starred values were filed as active, the others as inactive; [ ] = remark or other dose. An unsorted share of the library; overall some 2.3% were active at least once.

`COc1ccc(N2CC(C)Cn3c2nc2c3c(=O)[nH]c(=O)n2C)cc1` (stereo not given) gave NTR1 agonist -2.0, T cell HTS inactive, RSV CPE inhibition 0.5%, Myeloid diff MLP inactive, TNAP activation fold 1, Salmonella PhoP GFP -4%, Rac1 GTP hydrolysis 19%, Large T inhibition 7%, UTI89 phage lysis 0.2%, T cell HTS vesicle-bound % 24, NTR1 agonist cell count 20 µM 33 and Myeloid diff MLP GFP+ MAC1+ % 1.2.
For C=COCCNC(=O)C(=O)NC(C)C the results were NTR1 agonist 12, T cell HTS inactive, RSV CPE inhibition 0.9%, Myeloid diff MLP inactive, TNAP activation fold 1.1, Salmonella PhoP GFP -3%, Rac1 GTP hydrolysis 8%, Large T inhibition 10%, UTI89 phage lysis 1.6%, T cell HTS vesicle-bound % 21, NTR1 agonist cell count 20 µM 89 and Myeloid diff MLP GFP+ MAC1+ % 1.1.
Screening O=C1C(c2ccccc2)=[N+]([O-])c2ccccc21 returned NTR1 agonist 38, T cell HTS inactive, RSV CPE inhibition 0.2%, Myeloid diff MLP inconclusive, Salmonella PhoP GFP -8%, Rac1 GTP hydrolysis 8%, Large T inhibition 35%, UTI89 phage lysis -1.6%, T cell HTS vesicle-bound % 20 and NTR1 agonist cell count 20 µM 62.
Screening NS(=O)(=O)c1ccc(Sc2ccc3c(c2)CCC3)nc1 returned NTR1 agonist -1.2, T cell HTS inactive, RSV CPE inhibition 7.6%, Myeloid diff MLP inactive, Salmonella PhoP GFP -2%, Rac1 GTP hydrolysis 6%, Large T inhibition 8%, UTI89 phage lysis -0.3%, T cell HTS vesicle-bound % 26, NTR1 agonist cell count 20 µM 48 and Myeloid diff MLP GFP+ MAC1+ % 0.8.
`O=C(NN1C(=O)/C(=C/c2cccs2)SC1=S)c1ccncc1` gave NTR1 agonist 1.5, T cell HTS inactive, RSV CPE inhibition 0.8%, Myeloid diff MLP inactive, Salmonella PhoP GFP -20%, Rac1 GTP hydrolysis 9%, Large T inhibition 10%, UTI89 phage lysis -1.4%, T cell HTS vesicle-bound % 32, NTR1 agonist cell count 20 µM 60 and Myeloid diff MLP GFP+ MAC1+ % 0.0.
For Cc1ccc(CN2CCSCC2)c(C)c1 the results were NTR1 agonist -0.5, T cell HTS inactive, RSV CPE inhibition 1.0%, Myeloid diff MLP inactive, TNAP activation fold 1, Salmonella PhoP GFP 0%, Rac1 GTP hydrolysis 17%, Large T inhibition 20%, UTI89 phage lysis -0.3%, T cell HTS vesicle-bound % 28, NTR1 agonist cell count 20 µM 85 and Myeloid diff MLP GFP+ MAC1+ % 0.6.
For CC(C)C[C@H](NC(=O)NC1CCCc2ccccc21)C(=O)O (stereo not given in full) the results were NTR1 agonist 0.9, T cell HTS inactive, RSV CPE inhibition -1.4%, Myeloid diff MLP inactive, Salmonella PhoP GFP -7%, Rac1 GTP hydrolysis 2%, Large T inhibition 13%, UTI89 phage lysis -0.4%[50 µM], T cell HTS vesicle-bound % 23, NTR1 agonist cell count 20 µM 45 and Myeloid diff MLP GFP+ MAC1+ % 0.5.
Cc1cc(O)ccc1NC(=O)CCN1C(=O)c2ccc([N+](=O)[O-])cc2C1=O was read as NTR1 agonist -0.5, T cell HTS inactive, RSV CPE inhibition 1.0%, Myeloid diff MLP inactive, TNAP activation fold 1.1, Salmonella PhoP GFP 2%, Rac1 GTP hydrolysis 31%, Large T inhibition 19%, UTI89 phage lysis 4.8%, T cell HTS vesicle-bound % 56, NTR1 agonist cell count 20 µM 59 and Myeloid diff MLP GFP+ MAC1+ % 0.2.
O=C(c1ccccc1)c1cc2c(cc1[N+](=O)[O-])OCCO2 was read as NTR1 agonist -1.1, T cell HTS inactive, RSV CPE inhibition 1.6%, Myeloid diff MLP inactive, TNAP activation fold 1.1, Salmonella PhoP GFP 11%, Rac1 GTP hydrolysis 2%, Large T inhibition 4%, UTI89 phage lysis 0.2%, T cell HTS vesicle-bound % 21, NTR1 agonist cell count 20 µM 23 and Myeloid diff MLP GFP+ MAC1+ % 0.6.
Screening CCOC(=O)C1CCN(S(=O)(=O)c2ccc3c(c2)CC(=O)N3C)CC1 returned NTR1 agonist 0.0, T cell HTS inactive, RSV CPE inhibition 0.7%, Myeloid diff MLP inactive, Salmonella PhoP GFP -3%, Rac1 GTP hydrolysis 5%, Large T inhibition 3%, UTI89 phage lysis 0.3%, T cell HTS vesicle-bound % 20, NTR1 agonist cell count 20 µM 44 and Myeloid diff MLP GFP+ MAC1+ % 0.7.
For CC(C)NC(=O)Cn1c(=O)n(CC(=O)N2CCCCC2)c(=O)c2sccc21 the results were NTR1 agonist -1.0, T cell HTS inactive, RSV CPE inhibition 1.5%, Myeloid diff MLP inactive, Salmonella PhoP GFP -6%, Rac1 GTP hydrolysis -8%, Large T inhibition 10%, UTI89 phage lysis 0.5%, T cell HTS vesicle-bound % 25, NTR1 agonist cell count 20 µM 54 and Myeloid diff MLP GFP+ MAC1+ % 0.7.
`CC(c1ccccc1)N1C(=O)C2C3CCC(C3)C2C1=O` (stereo not given) gave NTR1 agonist 0.1, T cell HTS inactive, RSV CPE inhibition 0.7%, Myeloid diff MLP inactive, TNAP activation fold 1.1, Salmonella PhoP GFP -10%, Rac1 GTP hydrolysis 8%, Large T inhibition -1%, UTI89 phage lysis 1.8%, T cell HTS vesicle-bound % 40, NTR1 agonist cell count 20 µM 67 and Myeloid diff MLP GFP+ MAC1+ % 0.7.
COc1cc2c(cc1OC)C(c1ccc(-c3ccc(Cl)cc3Cl)o1)=NCC2 was read as NTR1 agonist 9.1, T cell HTS inactive, RSV CPE inhibition -0.9%, Myeloid diff MLP inactive, TNAP activation fold 1.1, Salmonella PhoP GFP -2%, Rac1 GTP hydrolysis 6%, Large T inhibition 7%, UTI89 phage lysis 1.0%, T cell HTS vesicle-bound % 28, NTR1 agonist cell count 20 µM 72 and Myeloid diff MLP GFP+ MAC1+ % 1.8.
COc1ccc(NC(C)=O)cc1NC(=O)c1cccc(S(=O)(=O)N2CCN(Cc3ccccc3)CC2)c1 was read as NTR1 agonist 1.0, T cell HTS inactive, RSV CPE inhibition 2.1%, Myeloid diff MLP inactive, Salmonella PhoP GFP 9%, Rac1 GTP hydrolysis 5%, Large T inhibition 4%, UTI89 phage lysis -1.4%, T cell HTS vesicle-bound % 44, NTR1 agonist cell count 20 µM 52 and Myeloid diff MLP GFP+ MAC1+ % 1.0.
Screening O=C(Nc1ccc(N2CCN(Cc3ccccc3F)CC2)cc1)c1ccccc1[N+](=O)[O-] returned NTR1 agonist 1.5, T cell HTS inactive, RSV CPE inhibition 2.2%, Myeloid diff MLP inactive, TNAP activation fold 1.1, Salmonella PhoP GFP -2%, Rac1 GTP hydrolysis -4%, Large T inhibition 22%, UTI89 phage lysis 0.1%, T cell HTS vesicle-bound % 14, NTR1 agonist cell count 20 µM 42 and Myeloid diff MLP GFP+ MAC1+ % 0.5.
`CSc1cccc(NC(=O)Nc2ccccc2C(N)=O)c1` gave NTR1 agonist -0.5, T cell HTS inactive, RSV CPE inhibition 0.4%, Myeloid diff MLP inactive, Salmonella PhoP GFP -7%, Rac1 GTP hydrolysis 5%, Large T inhibition 0%, UTI89 phage lysis 0.1%, T cell HTS vesicle-bound % 18, NTR1 agonist cell count 20 µM 96 and Myeloid diff MLP GFP+ MAC1+ % 0.8.
CC(Sc1nc2sccc2c(=O)n1-c1ccccc1)C(N)=O (stereo not given) was read as NTR1 agonist 1.2, T cell HTS inactive, RSV CPE inhibition 1.9%, Myeloid diff MLP inactive, Salmonella PhoP GFP 8%, Rac1 GTP hydrolysis 6%, Large T inhibition 6%, UTI89 phage lysis -0.1%, T cell HTS vesicle-bound % 29, NTR1 agonist cell count 20 µM 48 and Myeloid diff MLP GFP+ MAC1+ % 0.4.
Screening CCCC(=O)OCCNC(=O)c1cc2ccccc2oc1=O returned NTR1 agonist 0.0, T cell HTS inactive, RSV CPE inhibition -0.6%, Myeloid diff MLP inactive, TNAP activation fold 1, Salmonella PhoP GFP 7%, Rac1 GTP hydrolysis -6%, Large T inhibition 6%, UTI89 phage lysis 0.0%, T cell HTS vesicle-bound % 35, NTR1 agonist cell count 20 µM 37 and Myeloid diff MLP GFP+ MAC1+ % 1.7.
For O=C(/C=C/c1ccco1)Nc1cccnc1 the results were NTR1 agonist 0.7, T cell HTS inactive, RSV CPE inhibition 2.1%, Myeloid diff MLP inactive, TNAP activation fold 0.9, Salmonella PhoP GFP -4%, Rac1 GTP hydrolysis -5%, Large T inhibition 3%, UTI89 phage lysis 0.3%, T cell HTS vesicle-bound % 52, NTR1 agonist cell count 20 µM 84 and Myeloid diff MLP GFP+ MAC1+ % 0.1.
Screening Cc1nnc(SC(C)C)n(N)c1=O returned NTR1 agonist -0.8, T cell HTS inactive, RSV CPE inhibition 1.8%, Myeloid diff MLP inactive, TNAP activation fold 1.1, Salmonella PhoP GFP 11%, Rac1 GTP hydrolysis 0%, Large T inhibition -2%, UTI89 phage lysis -0.5%, T cell HTS vesicle-bound % 11, NTR1 agonist cell count 20 µM 57 and Myeloid diff MLP GFP+ MAC1+ % 0.3.
`Cc1ccc(S(=O)(=O)NCc2ccccc2)cc1C(=O)NC1CCC(C)CC1` (stereo not given) gave NTR1 agonist 0.4, T cell HTS inactive, RSV CPE inhibition 16%, Myeloid diff MLP inactive, Salmonella PhoP GFP -3%, Rac1 GTP hydrolysis 7%, Large T inhibition 9%, UTI89 phage lysis -0.3%, T cell HTS vesicle-bound % 7, NTR1 agonist cell count 20 µM 56 and Myeloid diff MLP GFP+ MAC1+ % 0.3.
